IL1B secr inh – inhibitors of inflammasome signaling (IL-1 beta secretion). THP-1 LPS/ATP IL-1B secretion, AlphaLISA, 16 h; stronger effect = lower value. activity change, % at 57.5 µM. 4.7% of 360,000 active. AID 743279; in the data active = activity change below about -50%; inconclusive = mostly about -30% to -49%; note: % is set by controls: 0 for no effect and ±100 for the full control effect
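Secreted IL-1B measured by AlphaLISA bead assay after 16 h compound exposure of THP-1 cells; compounds (final up to 57.5 uM) added 1 h before LPS (250 ng/mL) and ATP (1.25 mM) stimulation; lower signal means less secretion.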
MCF10A rereplic – DNA re-replication induction in MCF 10a cells; 2.9% of 350,000 active; MCF 10A DNA re-replication, Hoechst nuclear intensity, 48 h; Potency, µM (doses to about 46.1 µM), inactives show at the top dose activity, positive = re-replication, most hits filed as activators; note: potency is the fitted concentration of half-maximal effect; % of control where 0% means no effect; nearly all actives have a fitted effect of over 50% in size
HT1080 IDH1KD tx – kills HT-1080 cells with IDH1 knockdown. HT-1080 IDH1 knockdown viability, ATP luminescence, 48 h. Potency, µM (titrated, usually from 46.1 µM), for the others: top-dose activity, negative = toxicity, actives largely listed as cytotoxic. 2% of 360,000 active. AID 686971;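 note: potency is the fitted concentration of half-maximal effect; 0% = DMSO wells and -100% = cell-free medium wells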
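% activity derives from luminescence (CellTiter-Glo), normalised to DMSO and no-cell wells. HT-1080-IDH1KD cells, 750/well, had 48 h compound exposure at 37 °C.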
ATXN2 expr inh – ATXN2 expression inhibition | AID 1745845 | HEK-293 ATXN2-luciferase reporter, luminescence, 24 h | Potency, µM (doses to about 57 µM), for inactives: top-dose activity change, negative = inhibition, actives largely listed as inhibitors | 0.72% of 360,000 active; note: potency is the fitted concentration of half-maximal effect; % is set by controls: 0 for no effect and ±100 for the full control effect; nearly all actives have a fitted effect of over 55% in size
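ATXN2-luciferase reporter cells (luciferase flanked by upstream and downstream ATXN2 gene portions) were treated 24 h at 37 °C with compounds at up to 57 uM. SteadyGlo luminescence gave expression; GF-AFC fluorescence gave viability.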
KB-3-1 cytotox – kills parental KB-3-1 adenocarcinoma cells; KB-3-1 viability, CellTiter-Glo ATP luminescence, 72 h; Potency, µM (highest dose often 46.1 µM), without a hit: top-dose activity change, negative = cytotoxic, most hits filed as cytotoxic; 1.4% of 400,000 active; note: potency is the fitted concentration of half-maximal effect; % is set by controls: 0 for no effect and ±100 for the full control effect; nearly all actives have a fitted effect of over 60% in size
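Cells are dispensed, compounds pinned in, plates held at 37 °C for 72 h, then CellTiter-Glo is added and luminescence read after 10 minutes. Cell line: parental KB-3-1 in phenol-red-free DMEM, 10% FBS.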
KB-V1 MDR tox – KB-V1 MDR subline cytotoxicity; KB-V1 MDR cells viability, CellTiter-Glo, 72 h; Potency, µM (doses to about 46.1 µM), without a hit: at the highest dose activity change, negative = cytotoxicity, hits mostly cytotoxic; 3.4% of 400,000 active; note: potency is the fitted concentration of half-maximal effect; % is set by controls: 0 for no effect and ±100 for the full control effect; nearly all actives have a fitted effect of over 60% in size
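KB-V1, DMEM (no phenol red) + 10% FBS; cpd pin-transferred, titration series; 72 h, 37 degrees C; CellTiter-Glo, luminescence. Data normalized, curve-fit.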
HT1080NT lethal – kills 2HG-producing HT-1080-NT fibrosarcoma cells. HT-1080-NT fibrosarcoma viability, CellTiter-Glo ATP luminescence, 48 h. Potency, µM (series often up to 46.1 µM), for inactives: at the highest dose activity, negative = less viability, most hits filed as cytotoxic. 1.6% of 360,000 active. AID 686970;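 note: NT is the 2HG producing partner of a matched IDH1 knockdown line; potency is the fitted concentration of half-maximal effect; 0% = DMSO-treated cells and -100% = media-only wells without cells; nearly all actives have a fitted effect of over 55% in size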
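750 cells/well, RPMI + 5% FBS; 2 h settle, compound pin-transfer, 48 h at 37 degrees C. CellTiter-Glo 10 min RT, luminescence. Normalized to DMSO and media-only wells.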
ATXN viability – cell viability loss in ATXN counter-screen; 0.49% of 400,000 active; AID 651635; S2 cells (HEK-293 line with an ATXN2-luciferase reporter) viability, CellTiter-Fluor protease fluorescence, 24 h; Potency, µM (series often up to 56.7 µM), actives largely listed as cytotoxic; note: potency is the fitted concentration of half-maximal effect; nearly all actives have a fitted effect of over 40% in size
SW480 rereplic – DNA re-replication induction in SW480 cells. SW480 DNA re-replication, Hoechst DNA content imaging, 48 h. 1.8% of 340,000 active. Potency, µM (titrated, usually from 46.1 µM), inactives show top-dose re-replication activation, hits mostly activators; note: potency is the fitted concentration of half-maximal effect; % of control where 0% means no effect; nearly all actives have a fitted effect of over 55% in size
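Readout is total intensity of Hoechst-stained nuclei, excited at 405 nm and collected at 500-530 nm. Compound treatment lasted 48 hr at 37 C in 5% CO2 before staining.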
* = called active by the depositor; i = inactive; ? = inconclusive; . = not tested or not shown; & = joins results of further samples; ! = not confirmed by another sample; [ ] = remark or other dose. Unless noted, calls come from the whole dose curve; as a rule, active = well fitted curve in the direction sought with a large enough effect; inconclusive = small, poorly fitted or top-dose-only effect, or another doubt; inactive = no such curve, though single readings can be large; an effect the other way counts as inactive or inconclusive.

SMILES	IL1B secr inh	MCF10A rereplic	HT1080 IDH1KD tx	ATXN2 expr inh	KB-3-1 cytotox	KB-V1 MDR tox	HT1080NT lethal	ATXN viability	SW480 rereplic
CCOc1ccc(C(=O)NCC(=O)OCc2c(C)noc2C)cc1	18	5%	16%	-4%	11%	12%	17%	i	-3%
COc1ccc(CNC(=O)c2cc3cc(OC)ccc3oc2=O)cc1	15	16µM*	?	-25%&-1%	15µM*!	?	-25%	?	-8%
Cc1cc(C)c2c(c1)-c1c(ssc1=S)C(C)(C)N2C(=O)CSc1nncn1C	-11	?	18µM*	?	21µM*	23µM*	?	?	-4%
CCn1nc(C)c(CN2CCCC(CNS(=O)(=O)c3ccc(OC)cc3)C2)c1C (configuration not stated)	22	8%	-7%	-1%	.	.	-1%	i	7%
CC(=O)Oc1cc2c(c3ccccc13)CCC2=O	-12	15%	11%	16%	0%	-11%	16%	?	-7%
CC(C)C(NC(=O)c1ccc(Cl)cc1Cl)C(=O)N1CCC1 (configuration not stated)	11	?	0%	1%	.	.	0%	i	0%
CN(C)C1=NC[C@H](Cc2ccccc2)N1CC1CCCC1	10	8%	-9%	-21%	-8%	12%	-6%	i	3%
CCN=C1SC(C(=O)Nc2cccc(Cl)c2)CC(=O)N1CC (configuration not stated)	-1	-46%[inhibitor][9.22 µM]	-4%	-9%	2%	-21%	-2%	i	-74%[inhibitor]
C#CCOCCOCCOCCNc1nc(N2CCN(C(=O)Cn3cc(CCCCN)nn3)CC2)nc(N2CCN(C(=O)[C@H](CCCCN)n3cc(CCCC)nn3)CC2)n1	4	14%	9%	10%	13%	12%	9%	i	0%
CCOC(=O)Cn1cnc2c(nnn2Cc2ccc(Cl)cc2)c1=O	-2	4%	-26%	-5%	-16%	-12%	6%	i	-4%
CC1(C(=O)Nc2cccc(C(F)(F)F)c2)Cc2c(-c3ccc4c(c3)OCO4)ccnc2O1 (configuration not stated)	35	.	?	-23%	?	-1%	?	i	.
CCOC(=O)Cc1csc(SCC(=O)N2CCN(c3ccccc3)CC2)n1	10	19%	-1%	1%	2%	-9%	0%	i	1%
COCCNC(=O)CCn1nc(-c2ccc(Cl)cc2)c2ccccc2c1=O	12	7%	-3%	-5%&-13%	2%&9%	-9%&-17%	9%	i	1%
COc1ccc2nc3oc(C(=O)N4CCN(c5ccccc5F)CC4)cc3cc2c1	2	?	13%	2%	0%	?	13%	i	-5%
O=C(Nc1ccc(Nc2ccccc2)cc1)C1CC1	-29	7%	-10%	25%	3%	-29%	6%	i	-1%
Cc1oc2ccc(OCc3ccc(Cl)cc3)cc2c1C(=O)O	28	3%	23%	3%	-14%	-4%	0%	i	-21%
CCOC(=O)C1CCCN(C(=O)C2CCN(S(=O)(=O)c3cccs3)CC2)C1 (configuration not stated)	10	-2%	16%	-12%	21µM*	17%	7%	i	0%
COc1ccc(S(=O)(=O)n2c(N)nc3ccccc32)cc1	10	.	-17%	-17%	0%	-8%	-14%	i	.
COc1ccc(CCNC(=O)C2CCCN(C(=O)N(C)C)C2)c(OC)c1 (configuration not stated)	6	3%	?	-2%	14%	2%	6%	i	-1%
COc1cccc(NC(=S)NC(=O)Cc2ccccc2)c1	12	-2%	5%	.	-2%	-20%	4%	i	-3%
Cc1[nH]nc2c1C(c1ccccn1)N(c1ccc(Br)cc1)C2=O (configuration not stated)	12	-4%	0%	7%	-17%	18µM*	-1%	i	-7%
Cc1ccc(NC(=O)c2cc(NC(=O)CCCC(=O)O)ccc2Cl)cc1Cl	5	0%	-4%	2%	-4%	0%	-1%	i	-4%
COc1ccc(C)cc1NC(=O)CCCN1C(=O)CN(C)C1=O	16	-1%	8%	.	2%	0%	9%	i	-15%
O=C(c1cc(N2C(=O)C3C4CCC(C4)C3C2=O)ccc1Cl)N1CCN(c2ccccc2)CC1 (configuration not stated)	8	-36%[inhibitor]	1%	-6%	0%	3.3µM*	-11%	i	?
COc1cc(/C=C2\NC(=S)NC2=O)ccc1OCc1cccc(C(=O)O)c1	3	1%	-4%	-24%	-1%	20%	17%	i	0%
Clc1ccc2nc(-c3ccc(N4CCOCC4)cc3)c(Nc3ccccc3)n2c1	.	.	.	14%	-2%	-2%	.	i	.
COc1ccc(/C=C(/NC(=O)c2ccccc2)c2nc3ccccc3[nH]2)cc1OC	33	21µM*	-5%	6%	9%	6%	-8%	i	?
O=C(CSc1nnc(COc2ccccc2F)n1-c1ccccc1)NCc1ccco1	-2	-4%	8%	2%	17%	14%	11%	i	1%
c1ccc2c(COn3nnc4ccccc43)cccc2c1	3	6%	-12%	51%[activator]	10%	?	11%	i	-1%
COc1cc(C(=O)NC(=S)N2CCN(C)CC2)cc(OC)c1OC	65	2%	-10%	4%	2%	21%	12%	i	-4%
COc1ccccc1NS(=O)(=O)c1ccc(NC(=O)CCNC(=O)c2ccco2)cc1	6	3%	-2%	5%	-5%	6%	-1%	i	-4%
O=c1c(Oc2ccccc2Br)c(C(F)(F)F)oc2c(CN3CCCC3)c(O)ccc12	11	9%	1%	-19%	-1%	4%	-7%	i	14%
COc1ccc(CNC(=O)c2cc(-c3ccc(C)c(C)c3)n[nH]2)cc1	.	.	.	17%	0%	10%	.	i	.
CN(C)c1nc(-c2cccs2)cc(C(F)(F)F)c1C#N	.	?	12%	11%	5%	-24%	11%	.	?
CCOC(=O)c1c(NC(=S)N2CCN(C)CC2)sc(C)c1-c1ccccc1	?	26µM*	?	0%	-6%	-11%	?	i	?
O=C(Cn1cc(COc2ccc(-n3cccc3)cc2)nn1)NS(=O)(=O)c1ccccc1C(F)(F)F	1	.	17%	1%	0%	6%	?	i	.
O=C(NC1CCCN(c2ccc(C(F)(F)F)cn2)C1)c1cc(Cl)ccc1F (configuration not stated)	20	10%	-9%	-10%	.	.	-11%	i	?
CCOC(=O)c1c(NC(=O)CCS(=O)(=O)c2ccccc2)sc2c1CCN(C)C2	0	?	5%	5%	-17%	7%	-25%	i	?
C=CCOc1c(Br)cc(CNc2ccc(NC(=O)C(C)C)c(OC)c2)cc1OCC	-16	5%	-18%	-16%	-28%	-2%	-19%	i	?
O=C(OCC(=O)N1CCc2ccccc2C1)c1ccc(N2CCOCC2)c([N+](=O)[O-])c1	7	-3%	0%	-2%	2%	?	0%	i	-7%
CN(C)c1cccc(-c2csc(N3CCC(C(N)=O)CC3)n2)c1	.	?	.	28%	-5%	0%	.	i	-8%
Cn1nc(C(F)(F)F)c2cc(NC(=O)OCc3ccc(C(C)(C)C)cc3)sc21	-87*	15µM*	-8%	-18%	-11%	-36%	1%	i	15%
CSc1ncnc2c1ncn2CCCN1CCN(C(=O)C2CC2)CC1	12	.	9%	-2%	19%	-19%	6%	i	.
CCOC(=O)N1CCN(C(=O)/C(=C/c2cccs2)NC(=O)c2cccs2)CC1	20	1%	17%	13%[11.3 µM]	-11%	5%	-9%	i	-9%
CCCC(C(=O)NC1CCCC1)N(C(=O)c1snc(C(N)=O)c1N)c1ccc(F)cc1 (configuration not stated)	-15	?	0%	-12%	0%	8%	4%	i	12%
CCCCOC(=O)CSc1nnc(N)s1	4	-3%	-28%	-4%	10%	14%	1%[9.24 µM]	i	3%
CSCCC(NC(=O)c1cccc(C)c1)C(=O)OCN1C(=O)c2ccccc2C1=O (configuration not stated)	6	1%	15%	8%	-1%	7%	8%	i	-2%
C=CCc1cccc2cc(C(=O)OCC(=O)c3ccccc3)c(=O)oc12	27	1%	4%	-3%	21%	24%	3%	i	-5%
NC(=O)c1cc(S(=O)(=O)Nc2cccc(F)c2)co1	-7	-2%	3%	2%	13%	0%	0%	i	-1%
CC(=O)Nc1ccc(N(C(=O)CNC(=O)c2cccs2)C(C(=O)NC(C)(C)C)c2ccccc2)cc1 (configuration not stated)	-14	3%	4%	1%	19%	23%	2%	i	-9%
Cc1nc2cc(NC(=O)N(C)c3ccc4ccccc4c3)ccc2o1	18	2%	15%	6%	-7%	-10%	4%	i	9%
N#CCCN(C(=O)COC(=O)c1n[nH]c2ccccc12)c1ccccc1	-3	-3%	14%	3%	0%	?	14%	?	-4%
Cc1cc(OC(=O)c2ccc(S(=O)(=O)N3CCCC3)cc2)c([N+](=O)[O-])c(=O)[nH]1	24	1%	2%	.	-5%	-3%	1%	i	?
CSc1ncc(C(=O)NCc2cccc(F)c2)c(-c2ccccc2)n1	.	.	.	-2%	-1%	0%	.	i	.
CC1(C)Cc2ccccc2C(N/N=C/c2ccc(Cl)cc2)=N1	-6	?	3%	-5%	?	15µM*	12%	i	4%
O=C(COC(=O)C1CCN(c2ccc(C(F)(F)F)cn2)CC1)NCc1ccccc1	11	7%	4%	.	1%	0%	6%	i	-3%
Cc1ccc(NC(=S)N2CCCCCC2)cc1	-5	1%	11%	8%	8%	12%	13%	i	-8%
O=C(CC1OC(=O)c2ccccc21)Nc1cc(S(=O)(=O)N2CCOCC2)ccc1OCC(F)(F)F (configuration not stated)	-10	11%	-2%	-9%	-1%	-6%	7%	i	-28%

By substructure: the entries above containing a cyano group.
SMILES	IL1B secr inh	MCF10A rereplic	HT1080 IDH1KD tx	ATXN2 expr inh	KB-3-1 cytotox	KB-V1 MDR tox	HT1080NT lethal	ATXN viability	SW480 rereplic
CN(C)c1nc(-c2cccs2)cc(C(F)(F)F)c1C#N	.	?	12%	11%	5%	-24%	11%	.	?
N#CCCN(C(=O)COC(=O)c1n[nH]c2ccccc12)c1ccccc1	-3	-3%	14%	3%	0%	?	14%	?	-4%
